# STK33 kinase inh: inhibitors of purified STK33 kinase, primary screen, biochemical, ADP-Glo luminescence, homogeneous, cell-free | Serine/threonine-protein kinase 33 (Homo sapiens), Q9BYT3 | MBP phosphorylation | inhibition, % at 10 µM | 320,000 tested, 0.073% active;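 active means inhibition at or above 25%, using the most active replicate where run in duplicate; inactive means inhibition below 25%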
# CHT allo act: CHT positive allosteric modulators, primary screen, cell-based, membrane potential dye, choline EC20; CHT-expressing cells; stronger effect = higher value; LV-AA mutant CHT in HEK293 cells; 310,000 tested, 0.49% active; B-score at 10 µM;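 active means initial fluorescence not abnormally high and integrated response B-score, plate-corrected, over 3 SD above library mean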
# Target sequence (Q9GZV3 whole entry, looked up): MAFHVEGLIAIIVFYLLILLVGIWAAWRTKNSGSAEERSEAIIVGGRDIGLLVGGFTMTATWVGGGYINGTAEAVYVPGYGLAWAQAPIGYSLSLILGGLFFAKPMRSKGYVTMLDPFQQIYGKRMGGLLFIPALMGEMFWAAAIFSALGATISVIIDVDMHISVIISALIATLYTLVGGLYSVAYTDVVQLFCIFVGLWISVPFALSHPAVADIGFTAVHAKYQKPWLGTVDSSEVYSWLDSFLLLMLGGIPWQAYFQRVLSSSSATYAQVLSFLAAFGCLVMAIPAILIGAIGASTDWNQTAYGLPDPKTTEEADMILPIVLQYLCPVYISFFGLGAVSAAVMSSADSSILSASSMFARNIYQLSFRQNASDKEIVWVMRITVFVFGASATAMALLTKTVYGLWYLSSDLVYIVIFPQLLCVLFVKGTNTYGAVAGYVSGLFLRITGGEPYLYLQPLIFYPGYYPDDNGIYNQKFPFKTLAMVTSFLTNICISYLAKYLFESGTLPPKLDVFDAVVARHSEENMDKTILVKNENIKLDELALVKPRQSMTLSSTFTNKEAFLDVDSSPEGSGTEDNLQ
# CHT block: inhibitors of human choline transporter CHT | High affinity choline transporter 1 (Homo sapiens), Q9GZV3 | CHT-expressing cells, membrane potential dye, choline response; stronger effect = lower value | B-score at 10 µM | 310,000 tested, 0.86% active | AID 488975, 2010;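 active means B-score over 3 SD under the library average, and starting fluorescence ratio not unusually high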;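 further: choline stimulus applied at its EC90 after an EC20 pre-addition; B-score computed on integrated fluorescence ratio after choline addition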
# Numbers without * were called inactive; i = inactive; x = not tested or not shown.
Molecule	STK33 kinase inh	CHT allo act	CHT block
O=C(NCc1ccc(F)cc1)C1CCC(CNS(=O)(=O)c2ccccc2)CC1 (stereo not given)	-1.0	i	i
CS(=O)(=O)N1CCN(c2ccc([N+](=O)[O-])c(NCc3cccnc3)c2)CC1	0.4	i	i
CC1CCCCC1NC(=O)c1cc2ccccc2o1 (stereo not given)	-2.2	i	i
Cc1ccc(C)c(N2CCN(c3nc4ccccc4c(=O)n3Cc3ccccc3)CC2)c1	x	i	i
CNC(=O)CC12CC3CC(CC(C3)C1)C2	-0.8	i	i
O=C(CCN1CCC(c2ccccc2)C1)c1ccccc1 (stereo not given)	0.3	i	i
Cc1cc(NC(=O)CSc2nnc(-c3cccnc3)n2Cc2ccccc2)no1	-1.8	i	i
O=S1(=O)CCC(NC(=S)N2CCCCCC2)C1 (stereo not given)	-1.4	i	i
CCOC(=O)c1c(N)c(C#N)c2n1CCCCC2	2.6	i	i
O=C(Nc1ccccc1N1CCCC1)c1ccccc1F	-0.8	i	i
COc1ccc(C(=O)/C(=C/c2cccs2)c2nc3ccccc3o2)cc1	-1.8	i	i
CC(=O)/C(=C(/O)c1ccccc1)c1nc2ccccc2[nH]1	-0.1	i	i
COc1cccc(C(=O)N2CCC(n3nccc3NC(=O)C(OC)c3ccccc3)CC2)c1 (stereo not given)	0.0	i	i
O=[N+]([O-])c1ccc(O)c(C=Nc2ccc3oc(Cc4ccc(Cl)cc4)nc3c2)c1	-0.1	i	i
CCOc1ccc2nc(NC(=O)C(CC)Sc3nc(C)cc(=O)[nH]3)sc2c1 (stereo not given)	1.1	i	i
CS(=O)(=O)N(CC(=O)Nc1ccccc1Sc1ccccc1)c1ccc(F)cc1	-0.9	i	i
O=C(Nc1ccc(OC(F)F)c(Cl)c1)Nc1ccc2c(c1)OCO2	0.1	i	i
COc1cc(/C=N/NC(=O)C(=O)N2CCCCCC2)ccc1O	-0.2	i	i
O=C(NCCc1c[nH]c2ccccc12)C(=O)NCC(c1ccco1)N1CCN(c2ccccc2)CC1 (stereo not given)	x	i	i
OC1(CC#CCN2CCCCC2)c2ccccc2-c2ccccc21	0.3	i	i

# More records.
Molecule	STK33 kinase inh	CHT allo act	CHT block
Cc1cc2c(nn1)CCc1c-2no[n+]1[O-]	-2.4	i	i
Cc1cccc(OCC(=O)NC2CCCc3ccccc32)c1C (stereo not given)	-1.3	i	i
CCC(=O)NCCc1nc2cc(NC(=O)c3ccc(Cl)cc3)ccc2n1C	-0.9	i	i
CC1(C)CC(=O)C2=C(C1)Nc1nc(SCCN3CCOCC3)[nH]c(=O)c1C2c1cccs1 (stereo not given)	-1.3	i	i
CCCCOC(=O)Nc1nc2ccccc2s1	-1.1	i	i
CCOc1ccccc1NC(=O)c1ccc2c(c1)C(=O)N(CC)C2=O	1.4	i	i
Cc1nn(CC(=O)NCCN2CCOCC2)c(C)c1[N+](=O)[O-]	-2.1	i	i
CC(=O)c1sc(NC(=O)c2ccccc2F)nc1-c1ccccc1	1.3	i	i
Cc1cc(NS(=O)(=O)c2ccc(NC(=S)NC(=O)c3ccccc3)cc2)no1	0.5	i	i
Cc1cc2oc(=O)cc(CN3CCCCC3C)c2c(C)c1Cl (stereo not given)	7.2	i	i
COc1ccc(S(=O)(=O)n2cnc3cc(C)c(C)cc32)cc1C	-1.3	i	i
CC(C)c1ccc(C2CC(=O)N3CN(C)CSC3=C2C#N)cc1 (stereo not given)	-1.9	i	i
CCOC(=O)CSC1=NC(=O)/C(=C/c2ccc(OC)cc2)S1	0.4	i	i
c1ccc(-c2nc3ccccn3c2NCc2ccc3c(c2)OCO3)cc1	-0.1	i	i
COc1ccccc1OCc1nnc(SCC(=O)Nc2ccc(C)cc2)n1C	-0.5	i	i
CC(C)C(=O)Nc1ccc2c3c(cccc13)CC2	x	i	i
Cc1cc2oc(C(=O)Nc3ccc(S(N)(=O)=O)cc3)c(C)c2cc1Cl	-1.4	i	i
Cc1ccc2oc(-c3cccc(N)c3)nc2c1	0.4	i	i
CCOC(=O)c1nnn(-c2nonc2N)c1-c1ccc(F)cc1	-0.3	i	i
COc1cc(C(=O)NC(=S)Nc2ccc(Cl)c(C(=O)O)c2)cc(OC)c1OC	-0.6	i	i

# Other results.
Molecule	STK33 kinase inh	CHT allo act	CHT block
CCCSc1nsc(NC(=O)C(c2ccccc2)c2ccccc2)n1	-1.2	i	i
CC(=O)[C@@H]1[C@@H](C(=O)c2ccccc2)[C@]2(C(=O)Nc3ccccc32)[C@H]2C=Cc3cc(F)ccc3N12	1.7	i	i
CCNS(=O)(=O)c1ccc(NC(=O)c2ccccc2)cc1	2.2	i	i
COc1ccc(NC(=O)c2cc3cc(OC)ccc3oc2=N)cc1	-0.9	i	i
CCOc1ccc(OCC(=O)N(CCC2=CCCCC2)c2c(N)n(Cc3ccccc3)c(=O)[nH]c2=O)cc1	x	i	i
CC[n+]1c(/C=C2/C=C(C)CC(C)(C)C2)sc2ccc(OC)cc21	2.0	i	i
CCOC(=O)N1CCN(C(=O)C2CCN(S(=O)(=O)N(CC)CC)CC2)CC1	-0.9	i	i
COC(=O)CCC(=O)N1CCCC(N2CCN(c3ccc(OC)cc3)CC2)C1 (stereo not given)	-0.2	i	i
Cc1cc(C(F)(F)F)n2ncc(-c3ccc(F)cc3)c2n1	0.1	i	i
CCOC(=O)N1CCC(c2cc(=O)n3[nH]cc(C(=O)OC)c3n2)CC1	0.6	i	i
COC(=O)c1nnn(CC(=O)Nc2cccc(OC)c2)c1C(=O)OC	0.8	i	i
CNC(=O)c1cc(C(=O)c2ccccc2Br)c[nH]1	1.2	i	i
COc1ccccc1C(=O)NNC1CC(=O)N(c2ccc3c(c2)OCCO3)C1=O (stereo not given)	-0.4	i	i
O=C(CSc1nnc(-c2ccc(O)cc2)o1)N1CCOCC1	-0.7	i	i
CC(C)CC(=O)Nc1nc2c(c(=O)[nH]1)CCCC2	2.6	i	i
COc1cc([N+](=O)[O-])cc(/C=N/NC(=O)Cn2nccc2C)c1O	0.1	i	i
Cc1c(NC(=O)CSc2nnc3c4ccccc4n(CCc4ccccc4)c3n2)c(=O)n(-c2ccccc2)n1C	0.1	i	i
C=CCOc1ccc(Cl)cc1CNC1CCCC1	-1.1	i	i
O=C(O)c1[nH]c2ccc(Cl)cc2c1CC(=O)N1CCN(C(=O)c2ccco2)CC1	16	i	i
O=C(N/N=C/c1ccccn1)c1ccc(NC(=O)c2cccc([N+](=O)[O-])c2)cc1	0.0	i	i

# Later entries
Molecule	STK33 kinase inh	CHT allo act	CHT block
CC1CCN(CCCNC(=O)C2CCC(=O)N2C2CCCC2)CC1 (stereo not given)	-1.2	i	i
Cc1ccccc1-c1nc(CS(=O)CC(=O)NC(C)CCc2ccccc2)c(C)o1 (stereo not given)	-1.3	i	i
COc1ccc2c(c1)CCC1=C2NC(=S)NC1c1ccc(N(C)C)cc1 (stereo not given)	-0.1	i	i
Cc1nc(NS(=O)(=O)c2ccccc2)sc1NC(=O)OC(C)C	-1.8	i	i
CCc1nnc(NC(=O)CCN2C(=O)/C(=C/c3cc(OC)c(OC)c(OC)c3)SC2=S)s1	0.4	i	i
CCN1CCN(C(=O)C2CCN(S(=O)(=O)c3cc(Cl)ccc3Cl)CC2)CC1	-0.2	i	i
Cc1ccc(NC(=O)c2cc(S(=O)(=O)NCCC3=CCCCC3)ccc2F)cc1	-1.7	i	i
O=C(c1ccccc1)c1cnc2ccc(Cl)cc2c1N1CCOCC1	-0.1	i	i
Cc1ccc(C(=O)Nc2ccccc2)cc1S(=O)(=O)Nc1ccc(Cl)cn1	0.0	i	i
Cc1ccc(-n2ncc(C(=O)N3CCN(C(=O)c4ccco4)CC3)c2-n2cccc2)cc1	-2.8	i	i
Cc1ccc(NC(=O)c2ccc([N+](=O)[O-])cc2)cc1S(=O)(=O)N(C)C	1.3	i	i
COCCN(C(=O)c1csnn1)C(C(=O)NC1CCCCC1)c1ccccc1 (stereo not given)	-0.4	i	i
CC/C(=N\NS(C)(=O)=O)c1ccccc1	3.5	i	i
CCc1cccc(NC(=O)C2CCCN(S(=O)(=O)c3cccs3)C2)c1 (stereo not given)	-0.1	i	i
COc1ccc(NC(=S)Nc2ccccc2)cn1	0.9	i	i
c1ccc(Cc2nn3c(Cn4nnc5ccccc54)nnc3s2)cc1	-0.8	i	i
O=C(OCC(=O)N1CCN(C(=O)c2ccco2)CC1)c1cc(-c2ccccc2)nc2ccccc12	0.1	i	i
CCn1ncc(S(=O)(=O)Nc2cc(Cl)ccc2C)c1C	-1.8	i	i
O=C(C1=C(O)C(=O)N(c2nccs2)C1c1ccccc1)c1cc2ccccc2o1 (stereo not given)	-2.4	i	i
CCCCN(Cc1cc2cc(OC)ccc2[nH]c1=O)C(=O)COc1ccccc1	-0.6	i	i

# Next results follow.
Molecule	STK33 kinase inh	CHT allo act	CHT block
CC(=O)c1ccc(NC(=O)CSc2nnc(NC(=O)c3ccco3)s2)cc1	0.2	i	i
CCOC(=O)c1nnc(-c2ccccc2)nc1NCc1ccccc1	0.6	i	i
CCc1c(C)nc2cc(-c3cc(OC)cc(OC)c3)nn2c1N1CCN(CCN2CCOCC2)CC1	0.9	i	i
COc1ccc(Cc2c(Cl)ncnc2Cl)cc1	0.0	i	i
O=C(Nc1cccc(S(=O)(=O)C(F)F)c1)c1ccc(Cl)c(S(=O)(=O)N2CCOCC2)c1	-0.3	i	i
Cc1cccc(/C=C/c2onc(C)c2S(=O)(=O)N2CCC(C(=O)N3CCC(C)CC3)CC2)c1	1.9	i	i
CCc1ccc(-c2nc(CN3CCC(C(=O)NCc4ccco4)CC3)c(C)o2)cc1	-0.1	i	i
CC1(C)C(C#N)=C(N)Oc2c1c(=O)oc1ccccc21	0.3	i	i
COc1ccccc1COc1ccc2c(C)c(CC(=O)O)c(=O)oc2c1C	-0.3	i	i
CCn1c2ccccc2c2cc(NC(=O)CSc3nnc(-c4ccccc4OC)n3N)ccc21	-0.3	i	i
COc1cc(CNC(=O)c2ccc3oc(C(C)C)nc3c2)cc(OC)c1	1.2	i	i
COc1ccc(NC(=O)COc2ccc(C(=O)c3ccc(F)cc3)cc2)cc1S(N)(=O)=O	-0.7	i	i
CCN(CC)CCn1c2c(c(SCC(=O)Nc3nc4ccc(C)cc4s3)nc1=O)CCC2	1.1	i	i
CC(CN1CCCC1)C(=O)NN (stereo not given)	-0.7	i	i
Cc1ccc(CC(=O)Nc2ccccc2N2CCOCC2)cc1C	-2.3	i	i
Cc1ccc(NC(=O)NCCN2CCCCC2)cc1Cl	-0.9	i	i
Cc1cc(C)n(CCC(=O)Nc2ccc(-c3ccno3)cc2)n1	-0.9	i	i
O=C1NC(=S)S/C1=C/c1ccc(OC(=O)c2ccco2)cc1	3.0	i	i
O=C(OCCOc1cccc(Cl)c1)C1CCN(S(=O)(=O)c2ccccc2)CC1	-0.2	i	i
CC(C)(C)NC(=O)NC(=O)CN1C(=O)NC(c2ccccc2)(c2ccccc2)C1=O	-1.6	i	i

# Entries of single compounds as entered above. Screens in order: STK33 kinase inh | CHT allo act | CHT block
# Listed for `CCOC(=O)CSC1=NC(=O)/C(=C/c2ccc(OC)cc2)S1` = 0.4 | i | i
# Listed for `CC(=O)/C(=C(/O)c1ccccc1)c1nc2ccccc2[nH]1` = -0.1 | i | i
# Listed for `O=[N+]([O-])c1ccc(O)c(C=Nc2ccc3oc(Cc4ccc(Cl)cc4)nc3c2)c1` = -0.1 | i | i
# Listed for `CCOC(=O)c1nnc(-c2ccccc2)nc1NCc1ccccc1` = 0.6 | i | i
# Listed for `CNC(=O)CC12CC3CC(CC(C3)C1)C2` = -0.8 | i | i

# Next section.
Molecule	STK33 kinase inh	CHT allo act	CHT block
CC(C)CNC(=S)NNC(=O)c1csc2c1CCCC2	0.4	i	i
CC(=O)Nc1ccc2c(CSc3nnc(N)s3)cc(=O)oc2c1	-0.5	i	i
O=C(NCc1cccnc1)NC1(C(F)(F)F)Oc2ccc(Cl)cc2O1 (stereo not given)	-1.3	i	i
O=C(c1ccc(C(F)(F)F)cc1)C1CCCN(C(=O)CCn2cncn2)C1 (stereo not given)	-2.1	i	i
CCCCCc1cc(=O)oc2c(C(CCN(CC)CC)c3ccc(N(C)C)cc3)c(OC)cc(OC)c12 (stereo not given)	0.7	i	i
COc1ccc(S(=O)(=O)N2CCC(C(=O)NCCC(=O)Nc3ccc(Cl)cc3)CC2)cc1	-1.6	i	i
CC1CC(C)CN(c2nc(N(C)c3ccccc3)nc(N)c2[N+](=O)[O-])C1 (stereo not given)	0.1	i	i
CCN(CC)S(=O)(=O)c1ccc(OC)c(NC(=O)c2cc3c(=O)n4ccccc4nc3s2)c1	-1.4	i	i
COC(=O)CSc1nc(C)c2c(n1)CCCC2	-1.9	i	i
CCOc1ccc(N/C=C/C(=O)c2ccc(C)cc2)c([N+](=O)[O-])c1	0.2	i	i
CCCCn1c(N)c(Sc2ccccc2)c(=O)[nH]c1=O	-0.4	i	i
CC(=O)OCC(=O)c1c[nH]c2ccccc12	-0.3	i	i
O=c1c(-c2ccc(Cl)cc2)c[nH]n1-c1ccccc1	0.5	i	i
COCCCn1c(N)c(-c2nc3ccccc3n2C)c2nc3ccccc3nc21	0.2	i	i

# Screening results deposited in PubChem by several laboratories.
